Screens: PubChem BioAssay, National Center for Advancing Translational Sciences (NCATS)
TDP1 inh: qHTS Assay for Inhibitors of Tyrosyl-DNA Phosphodiesterase (TDP1); Tyrosyl-DNA phosphodiesterase 1 (Homo sapiens), Q9NUW8; recombinant TDP1, AlphaScreen DNA substrate cleavage; Potency, µM (top dose mostly 130 µM), for inactives: at the top dose activity change, negative = inhibition, most hits filed as inhibitors; 0.28% of 350,000 active; AID 485290, 2010; further: nearly all actives have a fitted effect of over 40% in size
Target sequence (Q9NUW8 whole entry, looked up): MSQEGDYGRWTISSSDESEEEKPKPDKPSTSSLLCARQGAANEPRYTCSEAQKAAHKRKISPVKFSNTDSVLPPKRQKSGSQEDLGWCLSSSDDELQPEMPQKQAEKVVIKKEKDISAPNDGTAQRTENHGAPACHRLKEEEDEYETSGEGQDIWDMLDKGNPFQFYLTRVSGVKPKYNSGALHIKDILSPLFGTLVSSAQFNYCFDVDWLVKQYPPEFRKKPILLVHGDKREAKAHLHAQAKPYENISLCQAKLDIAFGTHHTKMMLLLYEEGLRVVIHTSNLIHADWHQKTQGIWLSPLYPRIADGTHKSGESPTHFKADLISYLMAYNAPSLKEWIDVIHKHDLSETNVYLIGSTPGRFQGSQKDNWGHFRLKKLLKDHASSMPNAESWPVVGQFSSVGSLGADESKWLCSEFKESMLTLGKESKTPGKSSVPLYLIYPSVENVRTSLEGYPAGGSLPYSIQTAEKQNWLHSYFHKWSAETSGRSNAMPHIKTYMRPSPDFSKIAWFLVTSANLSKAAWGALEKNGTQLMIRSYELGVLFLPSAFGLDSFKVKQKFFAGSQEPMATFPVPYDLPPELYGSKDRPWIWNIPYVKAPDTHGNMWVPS
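Tdp1 1 nM final; 15 min RT w/ cpd; substrate 15 nM, 5 min; beads 10 ug/ml, 10 min; AlphaScreen read. Neg ctrl: no enzyme.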
TDP1 cell noCPT: qHTS for Inhibitors of human tyrosyl-DNA phosphodiesterase 1 (TDP1): qHTS in cells in absence of CPT; DT40 Tdp1-/- hTDP1 cells, no CPT, ATP luminescence, 48 h; Potency, µM (top dose mostly 46.2 µM), without a hit: top-dose activity change, negative = growth inhibition, usual class: inhibitors; 15% of 420,000 active; further: nearly all actives have a fitted effect of over 55% in size
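Luminescent ATP content (CellTiter-Glo) served as the growth readout. Knockout chicken DT40 cells expressing human TDP1 were exposed to compounds without camptothecin for a minimum 48 hr at 37 °C.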
DT40 TDP1 CPT: qHTS for Inhibitors of human tyrosyl-DNA phosphodiesterase 1 (TDP1): qHTS in cells in presence of CPT; 12% of 420,000 active; Potency, µM (titrated, usually from 46.2 µM), inactives show top-dose activity change, negative = growth inhibition, hits mostly inhibitors; chicken DT40 Tdp1-/-;hTDP1 cells + 20 nM CPT, ATP luminescence, 48 h; AID 686979, 2013; further: nearly all actives have a fitted effect of over 55% in size
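Chicken DT40 Tdp1-/- cells stably complemented with human TDP1 were seeded at 400 cells/well in medium containing 20 nM camptothecin, exposed to pin-transferred compounds, and grown at 37 °C for at least 48 hr. Viability was read as ATP luminescence.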
Starred values were filed as active, the others as inactive; ? = inconclusive; . = no result given; & = joins results of further samples; ! = repeats disagree; [ ] = dose if it differs, or a comment. The call rests on the fitted dose curve; in most records, active means well fitted curve in the direction sought with a large enough effect; inconclusive means small, poorly fitted or top-dose-only effect, or another doubt; inactive means no such curve, though single readings can be large; an effect the other way counts as inactive or inconclusive. On the % scale 0 is the no-effect control and ±100 the full control effect; potency means the concentration at half of the fitted maximal effect.

Preview (two entries):
entry	compound	TDP1 inh	TDP1 cell noCPT	DT40 TDP1 CPT
1	Cc1cccn2c(=O)cc(COc3cccc(NC(=O)c4ccccc4F)c3)nc12	-3%	?	?
2	CCOc1ccc(NC(=S)Nc2ccc(OCC)cc2)cc1	6%&2%	-16%&-26%	5%&-10%

The listing, from the first entry:
entry	compound	TDP1 inh	TDP1 cell noCPT	DT40 TDP1 CPT
1	Cc1cccn2c(=O)cc(COc3cccc(NC(=O)c4ccccc4F)c3)nc12	-3%	?	?
2	CCOc1ccc(NC(=S)Nc2ccc(OCC)cc2)cc1	6%&2%	-16%&-26%	5%&-10%
3	O=C(CN1CCN(S(=O)(=O)c2ccc(F)cc2)CC1)Nc1ccccc1C(=O)NC1CC1	6%	?	-20%
4	CNC(=O)NC(=O)CSc1ccc(NC(C)=O)cc1	-3%	-6%	-15%
5	CC(=O)c1sc(NCc2ccccc2)nc1C	0%	?	0%
6	CCc1ccc(CNC(=O)c2ccc(CSc3nc4ccncc4n3Cc3ccc(OC)cc3)cc2)cc1	1%	?	23µM*
7	CC(C)C(NC(=O)c1ccc2c(c1)OCCO2)c1nc2ccccc2[nH]1 (centres undefined)	-1%	-21%	-9%
8	O=C(NCCNC(=O)c1ccc(Cl)cc1Cl)c1cnccn1	.	2%	1%
9	CCCNC(=O)Cn1c(=O)c2cccn2c2cccnc21	5%	-6%	-7%
10	CC(=O)c1ccc(N2CCN(CC3CCCCC3)CC2)cc1	.	-19%	6%
11	Cc1cnc(C(=O)OCC(=O)N2c3ccccc3NC(=O)C2(C)C)cn1	0%	13%	1%
12	CN1OC[C@@H]2CN(C(=O)CCc3ccccc3)[C@H](c3cccc(N4CCOCC4)c3)C[C@@H]21	.	14%	3%
13	CC(C)[C@H](NC(=O)N1c2ccccc2NC(=O)[C@@H]1C(C)C)C(=O)N1CCC[C@H]1C(=O)O	.	1%	0%
14	CCOC(=O)c1c(NCCN(C)C)c2ccccc2[nH]c1=O	2%	25%	4%
15	O=C(Nc1nnc(S(=O)(=O)N2CCCCCC2)s1)c1ccc(Cl)cc1	4%&-3%	0%&-24%	1%&-2%
16	CCCCOC(=O)Nc1nnc(Cc2ccc(Cl)cc2)s1	5%	-9%	-17%
17	COc1cc2c(cc1OC)C(COc1ccccc1OC)N(C(=O)c1ccc(S(=O)(=O)N(C)C)cc1)CC2 (centres undefined)	7%	?	?
18	Cc1ccc(S(=O)(=O)NN2C(=O)/C(=C/c3cccs3)SC2=S)cc1	5%	5%	-1%
19	CC(C(=O)Nc1ccc(OCc2ccccc2)cc1)N1CCCC1 (centres undefined)	-2%	?	14%
20	O=C(Nc1cccc(Cl)c1)c1ccc2c(=O)n3c(nc2c1)CCCCC3	4%	?	23µM*

Sorted by SMILES length (lowest first): 3 of the compounds above.
entry	compound	TDP1 inh	TDP1 cell noCPT	DT40 TDP1 CPT
4	CNC(=O)NC(=O)CSc1ccc(NC(C)=O)cc1	-3%	-6%	-15%
20	O=C(Nc1cccc(Cl)c1)c1ccc2c(=O)n3c(nc2c1)CCCCC3	4%	?	23µM*
3	O=C(CN1CCN(S(=O)(=O)c2ccc(F)cc2)CC1)Nc1ccccc1C(=O)NC1CC1	6%	?	-20%

Further compounds
entry	compound	TDP1 inh	TDP1 cell noCPT	DT40 TDP1 CPT
21	COc1ccc(C(=O)Nc2cc3c(cc2OC)CCCC3)cc1Br	0%	?	?
22	Cc1cccc(NC2=NC3(CCCCC3)N=C(N)N2)c1	.	?	?
23	CCOC(=O)c1cc2c(=O)n3ccccc3nc2n(C(C)C)c1=NC(=O)c1ccncc1	7%	?	-14%
24	O=S1(=O)CCOC[C@H](c2ccccc2)N1Cc1cccc(F)c1	.	13µM*!	?
25	Cc1ccc(SCCC(=O)N2CCCC2)cc1	-9%	-11%	-3%
26	O=C(Nc1ccc(S(=O)(=O)Nc2nccs2)cc1)c1nn(-c2ccc(F)cc2)ccc1=O	.	16%	-4%
27	O=C(C1=C[C@@H](c2ccccc2)C[C@@H](OCCCCO)O1)N1CCOCC1	0%	-4%	7%
28	CCOC(=O)N1CCC(N2Cc3cccc(C(=O)NCc4ccccc4OC)c3C2=O)CC1	-2%	?	?
29	CCC(C)[C@H](NC(=O)N1CC(=O)Nc2ccccc21)C(=O)N[C@H](Cc1ccccc1)C(=O)O (some centres undefined)	.	-4%	0%
30	COCc1[nH][nH]c(=O)c1/C=N/N1CCOCC1	2%	14%	4%
31	CCOC(=O)c1[nH]c2ccccc2c1NC(=O)CCN1CC(C)OC(C)C1 (centres undefined)	4%	3%	-6%
32	O=C(COc1ccccc1)Nc1nc(-c2ccncc2)cs1	4%	16µM*	21µM*
33	COC(=O)c1ccn(C(=O)c2ccc(Cl)cc2)n1	0%	-2%	0%
34	CCN(CC)CCn1c(NC(=O)c2ccc(C)cc2)nc2ccccc21	.	?	-19%
35	CC(C)N(Cc1cn(C)nc1-c1cccc(Cl)c1)Cc1nccn1C	.	?	?
36	Cc1cc(C(=O)O)ccc1N=Cc1c(O)ccc2ccccc12	.	0%	1%
37	COc1cc(OC)c(NC(=O)C2CCCN2C(=O)OCc2ccccc2)cc1Cl (centres undefined)	9%	12%	-5%
38	COc1ccc(CNc2nc(-c3ccc(C(=O)N(C)C)cc3)nc3ccccc23)c(OC)c1	-13%	?	?
39	CCOc1ccc(NC(=O)NCc2ccc3c(c2)OCO3)cc1	2%	3%	-3%
40	COC1=CC(=O)OC(c2ccco2)C1 (centres undefined)	.	0%	-3%
41	Cc1ccc(NCc2nnc(SCC(=O)Nc3cccc(O)c3)n2CC2CCCO2)c(C)c1 (centres undefined)	8%	?	?
42	C#CCNC(=O)C1=C[C@@H](c2ccc(C#C)cc2)C[C@@H](OCCCCO)O1	.	-9%	-11%
43	COc1ccc(N2CCN(c3cc(=O)n(Cc4ccc(F)cc4)c(=O)[nH]3)CC2)cc1	7%	?	?
44	COC(=O)c1[nH]c2ccccc2c1NC(=O)C(C)N1CCOCC1 (centres undefined)	5%	-15%	-2%
45	CCCn1c(SCC(=O)NC2CCCCC2)nnc1-c1ccncc1	2%	-78%	29µM*
46	CN(C)c1ccc(/C=N/NC(N)=S)cc1[N+](=O)[O-]	1%	?	-29%
47	COc1ccc(CCNC(=O)C2CCN(S(=O)(=O)c3ccc(NC(C)=O)cc3)CC2)cc1OC	.	3%	-4%
48	CC(C)(C)c1ccc(CCC2OCC(CN3CCOCC3)O2)cc1 (centres undefined)	4%	?	21µM*
49	CCCCOc1ccc(C(=O)NCCc2ccccc2)cc1	2%	?	-7%
50	O=C(CCNS(=O)(=O)c1ccc2c(c1)CCC(=O)N2)NCc1ccc2c(c1)OCO2	2%	-4%	6%
51	Cc1ccc(S(=O)(=O)N2CCN=C2SC(C)c2ccccc2)cc1 (centres undefined)	-9%	?	?
52	COc1cc(O)c2c(c1)C(=O)c1cc(C)cc(O)c1C2=O	10%[56.1 µM]	-18%	0%
53	O=C(NN=Cc1ccc(F)cc1)c1cccc(S(=O)(=O)N2CCCC2)c1	-2%	-27%	-14%
54	COc1cnc(N(C)C)nc1Sc1ccc(Cl)cc1	6%	-11%	-30%
55	O=S(=O)(NCCc1nc2ccccc2[nH]1)c1ccccc1	.	-29%	6%
56	c1ccc(Oc2ccc3ccccc3n2)cc1	-6%	8%	5%
57	Cc1cc(NC(=O)Nc2cccc(Cl)c2)n(-c2ccccc2)n1	-1%	?	-3%
58	COc1ccc(Sc2ccccc2CN(C)C)cc1OC	1%	?	-20%
59	COC(=O)c1cc(-c2cccs2)nn1-c1ccccc1	2%	-14%	4%
60	COc1ccc(NC(=O)NNC(=O)COc2cc(C)c(Cl)c(C)c2)c(OC)c1	0%	-9%	-9%

Single records, as listed above. Order of values: TDP1 inh, TDP1 cell noCPT, DT40 TDP1 CPT
`O=C(Nc1cccc(Cl)c1)c1ccc2c(=O)n3c(nc2c1)CCCCC3` is listed with 4%, ?, 23µM*
`CCCCOc1ccc(C(=O)NCCc2ccccc2)cc1` is listed with 2%, ?, -7%
`CCOc1ccc(NC(=S)Nc2ccc(OCC)cc2)cc1` is listed with 6%&2%, -16%&-26%, 5%&-10%
`COc1cnc(N(C)C)nc1Sc1ccc(Cl)cc1` is listed with 6%, -11%, -30%
`Cc1cc(C(=O)O)ccc1N=Cc1c(O)ccc2ccccc12` is listed with ., 0%, 1%

(further entries)
entry	compound	TDP1 inh	TDP1 cell noCPT	DT40 TDP1 CPT
61	O=C(CN1CCCCCC1)Nc1ccc(Cl)cc1F	.	?	-11%
62	CCC(C(=O)NC1CCCCC1)n1c2ccccc2c2nc(=O)cc(C)n21 (centres undefined)	0%	-10%	-13%
63	O=C(Oc1ccc(-c2nc(-c3ccccn3)no2)cc1)c1ccccc1	7%	9.2µM*	8.2µM*
64	NC(=S)Nc1cccc2cn[nH]c12	9%	3%	-3%
65	Cc1c(NC(=O)CSc2ncnc3c2cnn3-c2ccccc2)c(=O)n(-c2ccccc2)n1C	.	?	?
66	COc1ccc(-c2ccc(CCC(=O)O)n2-c2ccc(Cl)cc2C)cc1	.	-18%	-5%
67	COc1ccc(CC(=O)OCC(=O)NC2CCCCC2)cc1	-1%	-13%	-5%
68	C/C(=N\Nc1cc(C)nc(NCc2ccccc2)n1)c1ccc([N+](=O)[O-])cc1	7%	9.2µM*	13µM*
69	CC(C)CC(=O)Nc1ccc2nc(SCC(=O)N3CCOCC3)sc2c1	-1%	?	-8%
70	COc1ccc(NC(=S)N2CCC3CC2c2c(Cl)cccc23)c(OC)c1 (centres undefined)	.	?	?

Look-ups from above:
cpd 63 @ TDP1 inh: 7%
cpd 67 @ TDP1 inh: -1%

(more compounds)
entry	compound	TDP1 inh	TDP1 cell noCPT	DT40 TDP1 CPT
71	COc1cc(NC(=O)c2nc3ccccc3nc2C)cc(OC)c1OC	0%[12.3 µM]	?	-29%
72	CCN(CC)C(=O)c1sc2[nH]c(=S)n(-c3ccccc3)c(=O)c2c1C	6%	-3%	4%
73	COc1ccccc1-c1nnc(NC(=O)C2CCCN2S(=O)(=O)c2cccs2)o1 (centres undefined)	.	0%	-20%
74	Cc1ccc(-c2nn(CCC(=O)NN3CCOCC3)c(=O)c3ccccc23)cc1	6%	-13%	1%
75	O=C(NC1CCCC1)C1CCCN(S(=O)(=O)c2ccc(F)cc2)C1 (centres undefined)	.	?	-10%
76	Cc1cccc(-n2c(-c3csc(C)c3C)n[nH]c2=S)c1	0%	-24%	2%
77	Cc1ccc(C(=O)CSc2nnc(COc3cccc(C)c3)o2)cc1	-10%	-17%	4%
78	CCc1ccc(Nc2n[n+](-c3ccccc3)c(-c3c(Cl)cccc3Cl)s2)cc1	.	15µM*	23µM*
79	CN(C)c1ccc(CN2CCCCC2)cc1	2%	4%	9%
80	Cc1ccc(C(=O)C2CC2)c(C)c1	.	-4%	-3%
81	CC(=O)Nc1cccc(NC(=O)C2CCCN2C(=O)Nc2ccc(Cl)cc2)c1 (centres undefined)	-5%	-9%	-6%
82	Cc1ccc(C(=O)c2cn(Cc3c(F)cccc3Cl)c3nc(C)ccc3c2=O)cc1	0%	?	-8%
83	Cc1ccc(OCCC(=O)OC(C)C(=O)Nc2c(C)n(C)n(-c3ccccc3)c2=O)cc1 (centres undefined)	1%	-6%	-9%
84	Cc1ccc(/C=C/c2nnc(-c3cccc(C)c3)o2)cc1	8%	13%	-3%
85	O=C(CSc1nnc2ncccn12)N1CCCCCC1	2%	-1%	2%
86	Cc1cc(=O)oc2cc(OCc3ccc(S(=O)(=O)N4CCOCC4)cc3)ccc12	0%	29µM*	?
87	CC(C)CN=C(NS(=O)(=O)c1ccccc1)C(Cl)(Cl)Cl	3%	5.8µM*	4.6µM*
88	CC(=NNC(=O)c1ccncc1)c1ccc2ccccc2c1O	.	4.6µM*	4.1µM*
89	CC(=O)OC1CCC2C3CCc4cc(O)ccc4C3CCC12C (centres undefined)	3%[56.1 µM]	?	?
90	COc1ccc(CC(=O)NC2CCSc3ccccc32)cc1OC (centres undefined)	5%[56.1 µM]	-6%	-18%

Not a hit list. Share with any hit: about 18%.
